Screens as filed in PubChem BioAssay.
IP6K1 inhibitor: blocks human inositol hexakisphosphate kinase 1 | activity change, % (series mostly up to about 58 µM) | 0.81% of 140,000 active | IP6K1 kinase, ADP-Glo luminescence, 2 h; hits give low values | Q92551; in the data active = activity change below about -25%
Target sequence (Q92551 whole entry, looked up): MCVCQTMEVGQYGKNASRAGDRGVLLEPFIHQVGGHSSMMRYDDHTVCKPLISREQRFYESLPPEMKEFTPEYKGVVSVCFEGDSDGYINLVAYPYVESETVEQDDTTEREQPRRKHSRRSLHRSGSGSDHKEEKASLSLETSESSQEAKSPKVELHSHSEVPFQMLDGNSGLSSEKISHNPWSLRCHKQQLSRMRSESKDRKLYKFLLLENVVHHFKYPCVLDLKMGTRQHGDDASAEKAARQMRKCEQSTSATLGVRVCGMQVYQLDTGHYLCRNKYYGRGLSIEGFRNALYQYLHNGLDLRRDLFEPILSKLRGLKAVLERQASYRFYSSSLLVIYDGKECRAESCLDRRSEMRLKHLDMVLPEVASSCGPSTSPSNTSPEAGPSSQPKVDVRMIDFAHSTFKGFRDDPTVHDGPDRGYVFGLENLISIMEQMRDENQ
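ADP-Glo luminescence measures ADP made by human IP6K1 during a 2 h RT reaction with ATP/IP6 (mix at 1.3 mM/130 uM); top library doses 57.5 and 19.1 uM final.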
SNCA expr inh: SNCA gene expression inhibition | 0.17% of 140,000 active | HEK-293 SNCA-luciferase knock-in, luminescence, 24 h | Potency, µM (highest dose often 57.2 µM), without a hit: top-dose activity change, negative = inhibition, actives largely listed as inhibitors;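 note: potency is the fitted concentration of half-maximal effect; plate controls were DMSO cells for no effect and cell-free wells for full effect; nearly all actives have a fitted effect of over 45% in size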
HEK293 tox: kills HEK 293 cells. HEK 293 viability, ATP luminescence (CellTiter-Glo), 48-72 h. 6.6% of 94,000 active. AID 1345083. Potency, µM (doses to about 115 µM), without a hit: top-dose activity change, negative = cytotoxicity, most hits filed as inhibitors; note: potency is the fitted concentration of half-maximal effect; nearly all actives have a fitted effect of over 60% in size
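Viability of HEK 293 cells, plated at 250 cells/well, was judged by cellular ATP after compound treatment for 48 or 72 hr. Luminescence was imaged 10 min after CellTiter-Glo addition at room temperature.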
GPT2 inh: GPT2 alanine aminotransferase inhibition. Q8TD30. Recombinant GPT2, coupled pyruvate oxidase/HRP Amplex Red fluorescence. Potency, µM (titrated, usually from 57.7 µM), for the others: top-dose activity change, negative = inhibition, most hits filed as inhibitors. 0.25% of 100,000 active; note: potency is the fitted concentration of half-maximal effect; nearly all actives have a fitted effect of over 60% in size; many of its hits are not listed in these tables
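Inhibition is scored from Amplex Red fluorescence generated when pyruvate oxidase and HRP act on pyruvate released by GPT2. Reactions contain 10ng/uL enzyme, 250uM a-KG and 2mM L-alanine and run 30 min at room temperature.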
HEK293 viab: counter-screen for SNCA expression inhibitors: cell viability. AID 1671193. HEK-293-SNCA-luc viability, GF-AFC fluorescence, 24 h. 0.12% of 150,000 active. Potency, µM (series often up to 57.1 µM), for inactives: at the top dose activity change, negative = cytotoxicity, usual class: cytotoxic;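 note: potency is the fitted concentration of half-maximal effect; 0% = DMSO-treated cells and -100% = medium-only wells without cells; nearly all actives have a fitted effect of over 30% in size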
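HEK-293-SNCA-luc cells (1500/well) plated 24 h, then exposed 24 h to a dilution series; GF-AFC added 30 min at 37C, fluorescence 405/540 nm; normalised to medium-only and DMSO wells, Hill fit.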
Luciferase inh: inhibitors of firefly (Photinus pyralis) luciferase. P08659. purified P. pyralis luciferase, luminescence, biochemical. Potency, µM (doses to about 115 µM), inactives show at the top dose activity change, negative = inhibition, usual class: inhibitors. 2.5% of 76,000 active; note: potency is the fitted concentration of half-maximal effect; nearly all actives have a fitted effect of over 65% in size
Target sequence (P08659 whole entry, looked up): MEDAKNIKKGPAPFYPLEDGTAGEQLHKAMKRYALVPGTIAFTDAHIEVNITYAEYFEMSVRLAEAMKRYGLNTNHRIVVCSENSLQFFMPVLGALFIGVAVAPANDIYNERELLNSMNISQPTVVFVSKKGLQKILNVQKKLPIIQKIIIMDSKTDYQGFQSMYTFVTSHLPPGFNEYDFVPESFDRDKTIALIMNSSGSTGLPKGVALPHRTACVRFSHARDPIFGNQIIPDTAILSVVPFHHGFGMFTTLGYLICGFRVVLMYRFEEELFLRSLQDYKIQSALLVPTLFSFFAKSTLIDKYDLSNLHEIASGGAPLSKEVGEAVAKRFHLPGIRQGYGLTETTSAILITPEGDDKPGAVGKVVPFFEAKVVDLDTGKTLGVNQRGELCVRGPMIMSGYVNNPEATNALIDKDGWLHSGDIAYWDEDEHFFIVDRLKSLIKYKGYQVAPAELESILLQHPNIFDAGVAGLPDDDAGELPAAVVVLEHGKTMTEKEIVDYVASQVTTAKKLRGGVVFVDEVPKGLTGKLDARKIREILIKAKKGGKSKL
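Purified P. pyralis luciferase (10nM final) in 50mM Tris acetate pH 7.5, 10mM Mg acetate, 0.01% Tween-20, 0.05% BSA with 10uM D-luciferin and 10uM ATP. Compounds titrated qHTS. Luminescence imaged on CCD.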
NIH3T3 tox: kills NIH 3T3 cells. NIH 3T3 viability, CellTiter-Glo ATP luminescence, 48-72 h. Potency, µM (doses to about 96.7 µM), without a hit: top-dose activity change, negative = cytotoxicity, usual class: inhibitors. 4.3% of 94,000 active. AID 1345082; note: potency is the fitted concentration of half-maximal effect; nearly all actives have a fitted effect of over 55% in size
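Cytotoxicity is measured as loss of cellular ATP: NIH 3T3 cells (400/well) are exposed to compound for 48 or 72 hr at 37 °C, then CellTiter-Glo luminescence is imaged after 10 min at room temperature.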
Numbers without * were called inactive; i = inactive; ? = inconclusive; · = not tested or not shown; & = joins results of further samples; [ ] = remark or other dose. Unless noted, calls come from the whole dose curve; as a rule, active = well fitted curve in the direction sought with a large enough effect; inconclusive = small, poorly fitted or top-dose-only effect, or another doubt; inactive = no such curve, though single readings can be large; an effect the other way counts as inactive or inconclusive. Unless noted, % is set by controls: 0 for no effect and ±100 for the full control effect. Some of the compounds tested; count on the stated rates, not on these rows.

SMILES,IP6K1 inhibitor,SNCA expr inh,HEK293 tox,GPT2 inh,HEK293 viab,Luciferase inh,NIH3T3 tox
COc1cccc(NC(=O)CSc2nc(C)c(Cc3ccccc3)c(=O)[nH]2)c1,2,-17%,·,·,-13%,·,·
CC(C)=C1C[C@@]2(C)C(=CC1=O)CC[C@@H](OC(=O)/C(C)=C/CO)[C@@H]2C,16,·,·,i,-11%,·,·
CCn1c(=O)c2c(cc(C)n2C)n(CC(=O)Nc2ccc(C)cc2Cl)c1=O,16,?,?,1%,-14%,0%,-7%
Cn1ncc2c(C(=O)NCC3CC3)cc(-c3cccc(C(F)(F)F)c3)nc21,4,·,i,·,·,·,0%
COc1ccc(F)cc1-c1cccc(C(=O)NCCNC(=O)c2ccccc2F)c1,6,28%,40µM*,i,6%,·,?
CCOc1ccccc1-c1nnc(SCc2ccc(Cl)cc2)o1,37,21%,·,·,13%,·,·
COc1ccc(CC(=O)N2CCC3(CC2)C(=O)NCN3C(=O)C2CCCC2)cc1,-2,?,-6%,4%,4%,·,-13%
CCN1c2cc(C(=O)Nc3ccc(F)c(Cl)c3)ccc2C(=O)N2CCCC21 (centres undefined),9,33%[activator],?,1%,-8%[12.5 µM],-15%,?
O=C(Nc1ccccc1F)N1CC2CCC(C1)N2Cc1ccc(-c2ccsc2)cc1,6,-8%,?,-9%,10%,·,?
CCOc1ccc(NC(=O)COc2cccc(-c3nnc4n3CCCC4)c2)cc1,1,-3%,4%,i,-8%,-15%,-15%
COCC(=O)NC[C@H]1CCN(Cc2ccc(Cl)cc2)C[C@H]1N(C)C,12,10%,2%,i,0%[12.5 µM],1%,-4%
COc1ccc(NC(=O)C2COC3(CCN(C(=O)c4ccco4)CC3)N2C(=O)c2ccccc2)cc1 (centres undefined),21,-3%,?,-4%,-3%,-17%,-15%
COc1cccc(C(=O)N2CCC3(CC2)NC(=O)N(Cc2ccc(F)cc2)C3=O)c1,8,13%,-28%,i,12%,-3%,-22%
NC1CCc2nn(CC(=O)NCc3ccc4c(c3)OCO4)c(=O)n2CC1 (centres undefined),-13,1%,i,?,7%,-9%,i
Cc1ccc(NC(=O)C(NS(=O)(=O)c2ccc3c(c2)CCC(=O)N3)c2ccccc2)cc1C (centres undefined),-32*,65%[activator],·,·,-4%,·,·
Cc1nn(C)c(C)c1C(=O)N1C[C@@H](CO)[C@H](c2ccccn2)C1,6,13%,i,i,2%,-11%,-3%
O=C1[C@@H]2C[C@@H](CN2Cc2ccccc2)Oc2ccccc2N1CC1CC1,9,7%[87.6 µM],?,-10%[88.5 µM],-7%[87.6 µM],1%[172 µM],?
COc1ccc(C(=O)N2CCc3ccc(C(=O)NCc4ccccc4C)cc32)cc1,-6,?,?,i,?,-12%,?
COc1cc(OC)cc(-c2onc(C)c2C(=O)NCc2ccc(F)c(F)c2)c1,-9,-9%,-25%,?,2%,-5%,-20%
CCOC(=O)C1(Cc2ccc(F)cc2)CCCNC1 (centres undefined),-9,?,-10%,i,2%,-1%,-19%

Profiles, quoted from the list. Order of screens: IP6K1 inhibitor, SNCA expr inh, HEK293 tox, GPT2 inh, HEK293 viab, Luciferase inh, NIH3T3 tox
`COc1cccc(C(=O)N2CCC3(CC2)NC(=O)N(Cc2ccc(F)cc2)C3=O)c1` as listed: 8, 13%, -28%, i, 12%, -3%, -22%
`CCOC(=O)C1(Cc2ccc(F)cc2)CCCNC1` (centres undefined) as listed: -9, ?, -10%, i, 2%, -1%, -19%
`COCC(=O)NC[C@H]1CCN(Cc2ccc(Cl)cc2)C[C@H]1N(C)C` as listed: 12, 10%, 2%, i, 0%[12.5 µM], 1%, -4%
`COc1cccc(NC(=O)CSc2nc(C)c(Cc3ccccc3)c(=O)[nH]2)c1` as listed: 2, -17%, ·, ·, -13%, ·, ·
`Cc1ccc(NC(=O)C(NS(=O)(=O)c2ccc3c(c2)CCC(=O)N3)c2ccccc2)cc1C` (centres undefined) as listed: -32*, 65%[activator], ·, ·, -4%, ·, ·

Remaining list, next part
SMILES,IP6K1 inhibitor,SNCA expr inh,HEK293 tox,GPT2 inh,HEK293 viab,Luciferase inh,NIH3T3 tox
CCC(CC)NC(=O)C1CCCN(C(=O)c2ccccc2)CCC(=O)NCC1 (centres undefined),-4,0%,-3%,i,-6%,-10%,-7%
CCN1CCN(C(=O)C23CCC=C2N(C2CCCC2)C(=O)CC3)CC1 (centres undefined),4,15%,0%,-8%,?,·,-22%
CCc1ccc(NC(=O)C2CCCN(S(=O)(=O)c3c(C)[nH]c(=O)[nH]c3=O)C2)cc1 (centres undefined),8,4%,·,·,-2%,·,·
COc1ccc(NC(=O)N2CCC3(CC2)CN(c2ccccc2)C3=O)cc1OC,-3,-2%,40µM*,?,-5%,·,-30%
O=C(NCCCc1ccccc1)c1nnn2c1COC(c1ccc(Br)cc1)C2 (centres undefined),-11,-28%,-28%,i,-1%,-7%,?
COCCn1ncc(N2CCC(C(=O)Nc3ccc(-c4nc5c(C)cccc5[nH]4)cc3)C2)cc1=O (centres undefined),5,11%,i,i,-1%,·,-12%
CCOc1ccccc1NC(=O)Cn1c(=O)n(-c2ccc(Cl)cc2)c(=O)c2oc3ccccc3c21,21,?,·,·,12%,·,·
CC(C)C(=O)N1CCC(N2C(=O)C3(CCCC3)C2c2ccccc2)CC1 (centres undefined),1,?,-17%,-4%,-3%[12.5 µM],5%,?
COc1ccc(Cn2ccn(Cc3cccc(OC)c3)c(=O)c2=O)cc1,-20,17%,·,·,-11%,·,·
Nc1nc(Cl)nc2c1ncn2[C@H]1C[C@H](O)[C@@H](CO)O1,·,?,·,i,-25%,·,·
COc1ccc(Nc2cnc3ccc(-c4ccc(OC)c(OC)c4)nn23)cn1,-9,5%[87.6 µM],63µM*,?,-10%[87.6 µM],?,32µM*
CCNC(=O)NC[C@H]1O[C@H](Cc2cc(CN(C)Cc3ccccc3)on2)CC[C@@H]1O,1,23%[87.6 µM],-28%[172 µM],-9%[88.5 µM],-2%[87.6 µM],5%[172 µM],?
CCc1ccc(NC(=O)CCn2nc(C)c(S(=O)(=O)N3CCCCC3)c2C)cc1,-4,-8%,·,·,5%,·,·
O=C(NC1CCCCC1)c1ccc(CN2C(=O)NC3(CCS(=O)(=O)CC3)C2=O)cc1,-8,-8%,10%,3%,16%,-1%,2%
Cc1ccc(CNC(=O)CCCCCn2c(=O)c3sccc3n(CC(=O)N3CCCCC3C)c2=O)cc1 (centres undefined),20,11%,·,·,-6%,·,·
COc1ccccc1C1C=C(c2ccc(F)cc2)Nc2nc(-c3ccc(Cl)cc3)nn21 (centres undefined),-3,?,·,·,?,·,·
CCc1nc2c(c(-c3ccc(OC)cc3)n1)CN(C(=O)c1ccc(C)cc1)CC2,-12,?,-14%,-4%,-17%,·,-17%
Cc1nc2ccc(S(=O)(=O)N(CC(=O)Nc3ccc(F)cc3F)Cc3ccccc3)cc2s1,-1,-5%,·,·,-3%,·,·
CC(C)N1CC2(C1)C(=O)N(C)C(=O)[C@@H]1C[C@@H](O)CN12,1,8%[87.6 µM],i,i,0%[87.6 µM],-10%[230 µM],i
CN(C)C(=O)N1Cc2ccccc2OC2(CCN(C(=O)c3ccnc(N)c3)CC2)C1,-4,7%,-19%,0%,1%,·,-14%

Next part.
SMILES,IP6K1 inhibitor,SNCA expr inh,HEK293 tox,GPT2 inh,HEK293 viab,Luciferase inh,NIH3T3 tox
CCCCc1oc2ccc(NS(C)(=O)=O)cc2c1C(=O)c1ccc(OCCCN(CCCC)CCCC)cc1,3&0,3%[25.6 µM],·,-19%,?,·,·
CNC(=O)[C@@H](c1ccccc1F)N1CCC[C@H]1C(=O)N(C)CCN(C)C,1,1%[87.6 µM],-5%[172 µM],-2%[88.5 µM],-16%[87.6 µM],-2%[172 µM],i
Cc1ccccc1Oc1ncccc1CNCc1cccc(O)c1,9,-21%,?,i,-1%,-1%,-21%
CC(=O)Nc1ccc(C2(C(=O)NCc3ccc(F)c(Cl)c3)CCC2)cc1,12,17%,?,-7%,3%,0%,-25%
CC(C)c1ccc(C2c3c(-c4ccccc4O)n[nH]c3C(=O)N2CCc2ccccc2)cc1 (centres undefined),17,?,·,·,?,·,·
COc1cccc(NC(=O)C2CN(C3CCCC3)C(=O)N2)c1 (centres undefined),-13,18%[87.6 µM],-9%[172 µM],-5%[88.5 µM],?,·,-29%[138 µM]
CC(=O)N1CCCC(C(=O)N2CCC3(CC2)CC(=O)Nc2ccccc2O3)C1 (centres undefined),-5,-5%,-10%,i,4%,·,-16%
CCOc1ccccc1CN1CCC2(CCN(C(=O)OC)CC2)Oc2ccccc21,-8,1%,?,i,-2%,-6%,?
COCCOC1CCOC2(CCN(S(=O)(=O)Cc3ccccc3)CC2)C1 (centres undefined),11,5%,?,i,-3%,3%,-12%
COc1cccc(N2C(=O)NC(=NC3CCCC3)C23CCCN(Cc2ccsc2)C3)c1 (centres undefined),-14,-20%,?,-20%,-22%,·,?
CCOc1cc2[nH]c(=O)n(CCC(=O)N3CCN(c4cccc(Cl)c4)CC3)c(=O)c2cc1OCC,14,-6%,·,·,5%,·,·
CC1=C(C(=O)N(C)C)C(c2ccc(Cl)cc2)N2C(CC(=O)NCc3ccccc3)=CSC2=N1 (centres undefined),9,40%[activator],?,2%,-1%,0%,-20%
COc1ccc(NC(=O)O[C@@H]2CO[C@H]3[C@@H]2OC[C@@H]3NS(=O)(=O)Cc2ccccc2)cc1,1,22%,-6%,?,-4%,-15%,-24%
O=C(Nc1nccs1)C1CC(=O)N(c2n[nH]c3cccc(F)c23)C1 (centres undefined),-2,-20%,?,3%,1%,2%,?
COc1cc(OC)c(N(C)C(=O)Cn2ncc3c([nH]c4ccccc43)c2=O)cc1Cl,-8,9%,·,·,10%,·,·
CCc1ccc(CNC(=O)c2cnc3c(C)cccn3c2=O)cc1,-2,14%,·,·,-4%,·,·
COc1cc(OC)cc(C(=O)N2CCN(c3cc(-c4ccc(Cl)cc4)[nH]n3)CC2)c1,4,-1%,?,i,-12%,-2%,35µM*
Cc1nc(-c2ccc(F)cc2)n(CC(=O)Nc2ccc3c(c2)OCO3)c(=O)c1CCO,-8,-15%,?,-10%,-27%,0%,-13%
Cc1cc(C(=O)N[C@H](C)c2onc(C)c2C(=O)O)no1,8,-10%[87.6 µM],2%[230 µM],2%[88.5 µM],5%[87.6 µM],-7%[230 µM],i
